Source: PubChem BioAssay
PfM18AAP inh = blocks P. falciparum M18 aspartyl aminopeptidase; 1.2% of 290,000 active; inhibition, % at 7.35 µM; recombinant PfM18AAP, H-Glu-NHMec fluorogenic cleavage;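 active = inhibition above the campaign mean inhibition over all tested compounds plus 3 SD, cut at about 28% in these data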;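 note: 0% = plate median of test compound wells and 100% = 2 mM ZnCl2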
NALP1 yeast inh = NALP1 inhibition | inhibition, % at 10 µM | 0.61% of 280,000 active | S. cerevisiae NALP1/ASC/caspase-1 growth, X-gal OD620, 72 h; in the data active = inhibition mostly above about 24%, no sharp cut-off; inactive = mostly below about 32%; note: some compounds called inactive have numbers as strong as hits
GPR7 antag = blocks human GPR7 receptor signaling; GPR7-expressing cells, fluorescence antagonist assay; inhibition, % at 4.4 µM; P48145; AID 1861; 1.1% of 290,000 active; in the data active = inhibition above about 16%, passing the limit was not always enough;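 note: cells stimulated with the agonist NPW; 0% = agonist with vehicle and 100% = vehicle without agonist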
Target sequence (P48145 whole entry, looked up): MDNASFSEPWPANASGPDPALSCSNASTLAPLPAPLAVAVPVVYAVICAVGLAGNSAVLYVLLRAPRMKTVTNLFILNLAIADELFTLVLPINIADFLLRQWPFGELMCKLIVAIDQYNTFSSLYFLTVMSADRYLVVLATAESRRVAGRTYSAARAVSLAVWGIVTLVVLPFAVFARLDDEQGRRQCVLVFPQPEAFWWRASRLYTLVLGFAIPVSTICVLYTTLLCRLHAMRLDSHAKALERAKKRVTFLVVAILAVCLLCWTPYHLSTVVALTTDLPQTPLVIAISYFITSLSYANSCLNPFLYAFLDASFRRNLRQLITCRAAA
V1R ag counter = activates human V1a receptor in oxytocin agonist counter-screen | P37288 | CHO-V1R cells, Fluo-8 calcium fluorescence, agonist mode; 0% DMSO, 100% 3 nM vasopressin | activation, % at 3 µM | 0.25% of 320,000 active;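 active = activation above the mean activation of all tested compounds plus 3 SD, per screening run, cut at about 20% in these data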;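 note: signal is peak over basal fluorescence ratio across a 100 second FLIPR read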
Target sequence (P37288 whole entry, looked up): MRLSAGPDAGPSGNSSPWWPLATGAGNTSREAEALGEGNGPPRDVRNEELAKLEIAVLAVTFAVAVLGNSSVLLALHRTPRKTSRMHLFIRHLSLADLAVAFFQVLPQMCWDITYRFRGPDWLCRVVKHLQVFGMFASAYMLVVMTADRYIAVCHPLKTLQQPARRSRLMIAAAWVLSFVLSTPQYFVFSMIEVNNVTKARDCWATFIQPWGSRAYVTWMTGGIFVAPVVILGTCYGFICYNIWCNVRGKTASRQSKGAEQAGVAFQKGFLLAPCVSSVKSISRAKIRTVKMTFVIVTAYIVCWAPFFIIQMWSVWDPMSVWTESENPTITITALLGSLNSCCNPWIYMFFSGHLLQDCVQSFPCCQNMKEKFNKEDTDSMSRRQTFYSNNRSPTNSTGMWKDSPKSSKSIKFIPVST
MEKK2 WT-MEK5 = raises or lowers MEK5 binding to wildtype human MEKK2 PB1 domain. Q9Y2U5. bead flow cytometry, Alexa488-MEK5 binding to MEKK2 WT; actives lie on both sides. binding response (% of control), % at 10 µM. 1.1% of 290,000 active; in the data active = binding response below about 67% or above about 130%
OXTR potentiator = potentiators of human oxytocin receptor. P30559. CHO-OTR cells, Fluo-8 calcium fluorescence, potentiator mode; 0% = oxytocin EC15, 100% = EC100. activation, % at 3 µM. 0.061% of 320,000 active. AID 2445;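 active = activation above that plate's cutoff, the mean activation of tested compounds plus 3 SD, cut at about 6.6% in these data, passing the limit was not always enough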;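 note: 100% uses oxytocin at 75 nM as the full agonist control; some results filed as inactive read as strong as hits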
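Assay system: CHO-OTR cells, human receptor / Also added: oxytocin at about EC15, sub-maximal agonist stimulus / Dosing: single dose, 3.0 µM nominal final compound concentration / Incubation: 6 min pre-incubation, 100 s read / Technique: Fluo-8 calcium dye fluorescence / Read-out: % activation vs EC15 and EC100 oxytocin / Benchmarks: EC15 oxytocin low, 75 nM oxytocin high / Replicates: singlicate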
OXTR ag = agonists of human oxytocin receptor; P30559; activation, % at 3 µM; CHO-OTR cells, Fluo-8 calcium fluorescence; normalized: DMSO 0%, oxytocin 100%; 0.32% of 320,000 active;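 active = activation above the mean of all tested compounds plus 3 SD, cutoff set per screening run, cut at about 20% in these data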;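 note: peak over basal fluorescence ratio from a 100 s FLIPR kinetic read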
MEKK2 mut-MEK5 = signal of MEK5 binding to mutant human MEKK2 PB1 domain; bead flow cytometry, Alexa488-MEK5 binding to MEKK2 mutant; percent response, % at 10 µM; 0.35% of 290,000 active; AID 1530; in the data active = percent response above about 24%, passing the limit was not always enough; note: inactives centre near 1; some results filed as inactive read as strong as hits; reference of the scale not given here
GalR3 antagonist = human GalR3 antagonism; inhibition, % at 3 µM; O60755; 0.44% of 360,000 active; AID 651719; HEK293 GalR3-CNG cAMP membrane potential fluorescence; galR3 body fused to GalR1 C-terminus;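 active = inhibition above the screen-wide average plus 3 SD, cut at about 13% in these data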;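 note: forskolin and galanin both at EC90 stimulate the cells; cAMP rise reported by CNG channel membrane potential dye signal; 0% = forskolin plus galanin with DMSO and 100% = forskolin alone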
Target sequence (O60755 1-299 limits assumed): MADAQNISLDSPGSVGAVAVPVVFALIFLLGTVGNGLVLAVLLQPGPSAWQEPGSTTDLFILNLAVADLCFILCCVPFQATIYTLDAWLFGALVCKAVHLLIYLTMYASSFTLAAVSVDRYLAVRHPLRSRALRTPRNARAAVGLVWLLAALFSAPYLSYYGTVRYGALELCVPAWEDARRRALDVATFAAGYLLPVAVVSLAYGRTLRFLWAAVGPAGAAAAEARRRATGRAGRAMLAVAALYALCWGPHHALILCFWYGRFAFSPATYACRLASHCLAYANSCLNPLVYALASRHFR
The depositor's hits bear a star; nt = no result given.

(1) CCN(CC)C(=O)c1[nH]cnc1C(=O)Nc1ccon1
(2) O=C(NCc1ccncc1)/C(=N/O)c1ccccc1
(3) CN(C)C1(CNC(=O)C2CCN(S(=O)(=O)c3cccc(C(F)(F)F)c3)CC2)CCCCC1
(4) C=CCN=C1SC(C)C(=O)N1S(=O)(=O)c1ccccc1 (configuration not stated)
(5) CN(C)/C=C/C(=O)c1ccc(F)cc1
(6) CCCCn1c(N)c(N(CC)C(=O)c2ccccc2C)c(=O)[nH]c1=O
(7) COc1ccc(CNC(=O)CSCc2ccccc2Cl)cc1
(8) COc1ccc(OCC(O)CN2CCCC2)cc1 (configuration not stated)

entry no.	1	2	3	4	5	6	7	8
PfM18AAP inh	nt	10	-7	4	1	4	2	-13
NALP1 yeast inh	nt	12	8	0	-1	16	38	-2
GPR7 antag	nt	6	-13	1	-16	-8	-4	5
V1R ag counter	-0.5	2.1	0.6	0.2	0.1	0.7	0.1	nt
MEKK2 WT-MEK5	nt	104	114	100	98	99	105	103
OXTR potentiator	1	-9	4	-6	-4	-3	-5	nt
OXTR ag	1.0	0.7	2.0	-0.6	0.6	0.7	-2.5	nt
MEKK2 mut-MEK5	nt	10	12	1	-2	2	1	2
GalR3 antagonist	-5	12	-2	-2	-1	-8	-5	-8

(9) CCOc1ccc(NC(=O)CN2CCN(C(=O)C3CCCO3)CC2)cc1 (configuration not stated)
(10) Cn1c(=O)c(Sc2ccccc2)c(O)c2ccccc21
(11) Cc1ccccc1CC(=O)Nc1ccon1
(12) O=C(N/N=C/c1ccsc1)c1ccc2c(c1)OCO2
(13) Cc1cccc(C)c1NC(=S)Nc1c(C)n(C)n(-c2ccccc2)c1=O
(14) CSc1ncccc1C(=O)Nc1cccc(C)n1
(15) C=CCOn1c(=O)c(-c2cccs2)[n+]([O-])c2ccccc21
(16) Cc1c(C=Nc2ccc(S(=O)(=O)N(C)C)cc2)c(O)[nH]c(=O)c1C#N

entry no.	9	10	11	12	13	14	15	16
PfM18AAP inh	1	-12	-9	nt	-7	-9	10	nt
NALP1 yeast inh	-6	19	16	nt	-38	-4	-4	nt
GPR7 antag	-14	-2	-6	nt	2	4	9	nt
V1R ag counter	-1.4	-0.5	2.4	0.5	2.2	0.0	0.3	1.9
MEKK2 WT-MEK5	104	78	100	nt	96	102	95	nt
OXTR potentiator	-7	-9	-5	-2	-3	-11	-5	4
OXTR ag	-0.1	-1.3	-0.2	0.5	0.8	0.3	-0.9	0.2
MEKK2 mut-MEK5	3	-29	4	nt	-1	6	-4	nt
GalR3 antagonist	-1	1	-11	-5	-3	-2	-5	0

(17) CC(NC(=S)NCc1ccccc1)C12CC3CC(CC(C3)C1)C2 (configuration not stated)
(18) COc1ccc(C2CC(c3ccc4ccccc4c3OC(C)=O)=NN2C(=O)/C=C/c2ccccc2)cc1 (configuration not stated)
(19) O=C1C2CC=C(Cl)CC2C(=O)N1CCc1c[nH]c2ccccc12 (configuration not stated)
(20) CNC(=S)N1N=C(c2ccccc2)CC1c1ccccc1Cl (configuration not stated)
(21) Cn1c(=O)[nH]c(=O)c2c1nc(N1CCOCC1)n2CC(O)COc1ccc2ccccc2c1 (configuration not stated)
(22) CC1CC(C)(C)NC(=S)N1CCC(=O)NCc1ccc(Cl)cc1 (configuration not stated)
(23) C=CCn1c(N)c(C(=O)OC(C)(C)C)c2nc3ccccc3nc21
(24) COc1ccc(N2CCN(S(=O)(=O)c3ccc(-c4cnc(C5CC5)o4)cc3)CC2)cc1

entry no.	17	18	19	20	21	22	23	24
PfM18AAP inh	-7	-1	0	-1	1	4	-1	-3
NALP1 yeast inh	18	39	28	-10	35	-13	-5	3
GPR7 antag	-5	-4	2	8	-3	-2	16	9
V1R ag counter	-0.5	1.9	1.1	-0.5	0.2	0.3	nt	0.3
MEKK2 WT-MEK5	95	92	98	90	101	100	nt	99
OXTR potentiator	-13	1	-9	-3	-12	-9	nt	-3
OXTR ag	-0.5	1.0	3.4	-0.9	1.9	-0.8	nt	-0.4
MEKK2 mut-MEK5	-1	-1	3	-8	2	-40	nt	2
GalR3 antagonist	-4	-2	-2	-5	-1	-3	-9	nt

(25) CCC1(c2ccc(F)cc2)NC(=O)N(CC(=O)Nc2cc(S(=O)(=O)N(C)C)ccc2Cl)C1=O (configuration not stated)
(26) Cc1cccc(COc2ccc(/C=C3/C(=O)N(C)C(=S)N3C)cc2)c1
(27) COc1ccc(NC(=O)CSc2nc3ccccc3c(=O)n2CCCN2CCC(C)CC2)c(OC)c1
(28) COc1ccc(C(=O)N2CCN(C(=O)c3ccncc3)CC2)cc1
(29) CCOC(=O)N1C(=O)[C@](CC)(c2ccccc2)N1C(=O)OCC
(30) CC(Sc1nc2ccccc2c(=O)n1CC1CCCO1)C(=O)N(C)c1ccccc1 (configuration not stated)
(31) O=C1CN(c2nc(-c3cccnc3)nc3sc4c(c23)CCCC4)CCN1
(32) COc1ccc(-n2nc(C)cc2N)cc1

entry no.	25	26	27	28	29	30	31	32
PfM18AAP inh	-10	-4	-4	-12	-14	nt	-8	-14
NALP1 yeast inh	-15	7	6	-2	29	nt	5	-12
GPR7 antag	14	-11	-12	-6	3	nt	-10	-2
V1R ag counter	11	0.0	-0.5	0.2	-0.8	0.2	-1.6	-0.2
MEKK2 WT-MEK5	91	101	111	101	97	nt	84	81
OXTR potentiator	-19	1	-9	-2	4	-5	-7	-15
OXTR ag	17	-0.1	-1.5	0.0	0.2	-1.1	-2.0	0.3
MEKK2 mut-MEK5	-7	3	1	4	-8	nt	-11	-10
GalR3 antagonist	-7	-7	0	-8	-5	-2	-4	-4

Entries 25–29, reprinted for reference:
(25) CCC1(c2ccc(F)cc2)NC(=O)N(CC(=O)Nc2cc(S(=O)(=O)N(C)C)ccc2Cl)C1=O (configuration not stated)
(26) Cc1cccc(COc2ccc(/C=C3/C(=O)N(C)C(=S)N3C)cc2)c1
(27) COc1ccc(NC(=O)CSc2nc3ccccc3c(=O)n2CCCN2CCC(C)CC2)c(OC)c1
(28) COc1ccc(C(=O)N2CCN(C(=O)c3ccncc3)CC2)cc1
(29) CCOC(=O)N1C(=O)[C@](CC)(c2ccccc2)N1C(=O)OCC

entry no.	25	26	27	28	29
PfM18AAP inh	-10	-4	-4	-12	-14
NALP1 yeast inh	-15	7	6	-2	29
GPR7 antag	14	-11	-12	-6	3
V1R ag counter	11	0.0	-0.5	0.2	-0.8
MEKK2 WT-MEK5	91	101	111	101	97
OXTR potentiator	-19	1	-9	-2	4
OXTR ag	17	-0.1	-1.5	0.0	0.2
MEKK2 mut-MEK5	-7	3	1	4	-8
GalR3 antagonist	-7	-7	0	-8	-5

Next section.
(33) Cc1ccc(C(NC(=O)N2CC(C)OC(C)C2)C(Cl)Cl)cc1F (configuration not stated)
(34) Cc1cc(C)nc(SCc2ccc(Br)cc2)n1
(35) S=C(c1ccc2c(c1)OCO2)N1CCCC1
(36) COc1ccccc1CNC(=O)c1cc(-c2ccccc2)nn1Cc1cc(C)no1
(37) Cc1ccccc1Cn1cnc2c(NS(C)(=O)=O)c(C)c(C)cc21
(38) O=C(COc1cccc(F)c1)Oc1ccc(C(=O)c2ccccc2)cc1
(39) CC(=O)Nc1ccccc1Sc1ccccc1
(40) Cc1cc(C(=O)NCc2ccco2)on1

entry no.	33	34	35	36	37	38	39	40
PfM18AAP inh	-1	0	5	nt	7	-8	-8	11
NALP1 yeast inh	23	8	-8	nt	34	16	14	-2
GPR7 antag	-8	-19	-8	nt	-14	-4	-17	-2
V1R ag counter	0.5	-0.3	1.0	0.1	1.1	9.1	-1.1	-0.5
MEKK2 WT-MEK5	109	105	103	nt	107	111	111	109
OXTR potentiator	-6	-7	-8	-5	-16	-7	1	-4
OXTR ag	-1.8	-1.9	-0.4	-0.1	3.9	3.1	-0.6	0.8
MEKK2 mut-MEK5	20	4	6	nt	0	-1	8	9
GalR3 antagonist	-2	-10	-5	-6	6	-3	-5	5

(41) CC1CCc2c(sc(NC(=O)c3ccc(-c4ccccc4[N+](=O)[O-])o3)c2C#N)C1 (configuration not stated)
(42) COc1ccc(CN(CC2CCC(C(=O)O)CC2)C(=S)Nc2ccccc2OC)cc1 (configuration not stated)
(43) O=C(NCCc1ccccn1)c1ccc2nc(Cc3ccccc3F)oc2c1
(44) COCCNC(=O)NC(=O)CN1C(=O)NC(Cc2c[nH]c3ccccc23)C1=O (configuration not stated)
(45) CCOc1ccc(C(=S)NC2CCCCC2)cc1
(46) COc1cc(/C=N/O)cc(Cl)c1OC
(47) N=C1C(c2nc3ccccc3[nH]2)=C(O)CN1c1ccccc1
(48) O=[N+]([O-])c1ccc(C23CC4CC(CC(O)(C4)C2)C3)cc1

entry no.	41	42	43	44	45	46	47	48
PfM18AAP inh	1	2	-5	0	0	3	-8	6
NALP1 yeast inh	15	7	-2	-15	2	12	3	8
GPR7 antag	6	-3	2	11	-4	-6	5	-6
V1R ag counter	2.5	1.4	0.1	-0.9	-1.1	0.1	0.4	3.8
MEKK2 WT-MEK5	83	92	110	98	102	102	110	100
OXTR potentiator	-1	0	-7	-5	-2	-3	0	-9
OXTR ag	-0.8	0.8	0.9	0.1	-1.9	-0.4	-1.5	2.9
MEKK2 mut-MEK5	-9	-10	13	-4	1	3	11	2
GalR3 antagonist	-5	-5	-4	-4	-1	4	-2	nt

(49) O=C(NCCCN1CCOCC1)C1CCCN(S(=O)(=O)N2CCCCC2)C1 (configuration not stated)
(50) O=C(Cc1c(Cl)cccc1Cl)NC1CC1
(51) COc1ccc(-n2nc3c(N4CCC(C(=O)NC5CCCCC5)CC4)nnc(C)c3c2C)cc1
(52) O=C(CCn1cnc2ccccc2c1=O)Nc1cccc(Cl)c1
(53) O=C(O)CCn1c(=O)[nH]c(=O)n(CCC(=O)O)c1=O

entry no.	49	50	51	52	53
PfM18AAP inh	0	-4	1	6	5
NALP1 yeast inh	8	14	13	13	8
GPR7 antag	-13	-5	-1	-6	24*
V1R ag counter	0.8	-0.2	-0.9	0.3	1.4
MEKK2 WT-MEK5	99	103	105	97	85
OXTR potentiator	-1	-8	-1	-5	0
OXTR ag	-0.4	-0.6	-1.7	2.7	1.2
MEKK2 mut-MEK5	4	3	6	2	-12
GalR3 antagonist	-6	-8	nt	-3	3

Whole records, looked up by structure. Screens in order: PfM18AAP inh | NALP1 yeast inh | GPR7 antag | V1R ag counter | MEKK2 WT-MEK5 | OXTR potentiator | OXTR ag | MEKK2 mut-MEK5 | GalR3 antagonist
O=C1C2CC=C(Cl)CC2C(=O)N1CCc1c[nH]c2ccccc12 (configuration not stated) across the screens: 0 | 28 | 2 | 1.1 | 98 | -9 | 3.4 | 3 | -2
CSc1ncccc1C(=O)Nc1cccc(C)n1 across the screens: -9 | -4 | 4 | 0.0 | 102 | -11 | 0.3 | 6 | -2
O=C(CCn1cnc2ccccc2c1=O)Nc1cccc(Cl)c1 across the screens: 6 | 13 | -6 | 0.3 | 97 | -5 | 2.7 | 2 | -3
O=C(NCc1ccncc1)/C(=N/O)c1ccccc1 across the screens: 10 | 12 | 6 | 2.1 | 104 | -9 | 0.7 | 10 | 12
O=C(O)CCn1c(=O)[nH]c(=O)n(CCC(=O)O)c1=O across the screens: 5 | 8 | 24* | 1.4 | 85 | 0 | 1.2 | -12 | 3
